Pin1 inh – qHTS Assay to Find Inhibitors of Pin1; Peptidyl-prolyl cis-trans isomerase NIMA-interacting 1 (Homo sapiens), Q13526; Pin1 FP peptide displacement, HiFluor488, 10 min; Potency, µM (series often up to 115 µM), inactives show top-dose activity, negative = inhibition, most hits filed as inhibitors; 390,000 tested, 0.009% active; active means well fitted inhibition curve with a large enough effect in the polarisation, with a control signal flat, not every such curve was filed as active; inconclusive means small, poorly fitted or top-dose-only effect, or effect the other way, or a change in a side signal; inactive means no such curve, though single readings can be large or run the other way; the % refers to the polarisation; further: potency means the concentration at half of the fitted maximal effect; on the % scale 0 is the no-effect control and ±100 the full control effect
BAZ2B block – qHTS Assay for Inhibitors of BAZ2B; AlphaScreen BAZ2B-H3K14Ac peptide displacement; Potency, µM (top dose mostly 114 µM), without a hit: at the top dose activity change, negative = inhibition, most hits filed as inhibitors; 360,000 tested, 4.4% active; AID 504333, 2011; further: potency means the concentration at half of the fitted maximal effect; on the % scale 0 is the no-effect control and ±100 the full control effect; nearly all actives have a fitted effect of over 60% in size
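Multi-concentration screen (max 110 uM) measuring displacement of acetylated histone H3 peptide from BAZ2B by AlphaScreen, using 50 nM protein, 50 nM peptide and 10 ug/mL streptavidin donor plus Ni-chelate acceptor beads.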
POLH inh – qHTS for Inhibitors of Polymerase Eta. recombinant Pol eta, fluorescent DNA replication assay. Potency, µM (top dose mostly 114 µM), for inactives: at the top dose activity change, negative = inhibition, hits mostly inhibitors. 390,000 tested, 1.2% active. AID 588591, 2011; further: potency means the concentration at half of the fitted maximal effect; on the % scale 0 is the no-effect control and ±100 the full control effect
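Fluorescent replication assay: 50 nM final substrate added after a 15 min room-temperature compound preincubation with 10 nM enzyme. Signal taken at 0 min and again at 10 min.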
JMJD2A Tudor inh – qHTS Assay for Inhibitors of JMJD2A-Tudor Domain; AlphaScreen JMJD2A-Tudor / H3K4me3 peptide binding; Potency, µM (highest dose often 114 µM), without a hit: at the top dose activity change, negative = inhibition, actives largely listed as inhibitors; 390,000 tested, 4.4% active; AID 504339, 2011; further: potency means the concentration at half of the fitted maximal effect; on the % scale 0 is the no-effect control and ±100 the full control effect; nearly all actives have a fitted effect of over 50% in size
GLS inh – qHTS for Inhibitors of Glutaminase (GLS); GLS enzymatic activity, qHTS titration; AID 624170, 2012; Potency, µM (titrated, usually from 45.5 µM), without a hit: top-dose activity change, negative = inhibition, usual class: inhibitors; Glutaminase kidney isoform, mitochondrial (Homo sapiens), O94925; 410,000 tested, 0.21% active; further: potency means the concentration at half of the fitted maximal effect; on the % scale 0 is the no-effect control and ±100 the full control effect
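hKGA; 45 mM KH2PO4 pH 8.2 + 0.02% Tween-20; cpd via pin tool; 1 mM Gln soln; GluOx/HRP/Amplex Red; RT 30 min; fluor. t0 & final.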
Tb PGK inh – qHTS Assay to Find Inhibitors of Phosphoglycerate Kinase; 380,000 tested, 0.043% active; Potency, µM (top dose mostly 57.5 µM), for inactives: top-dose activity change, negative = inhibition, hits mostly inhibitors; PGK/GAPDH coupled, Kinase-Glo luminescence, 60 min; further: potency means the concentration at half of the fitted maximal effect; on the % scale 0 is the no-effect control and ±100 the full control effect; nearly all actives have a fitted effect of over 60% in size
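Recombinant glycosomal PGK reaction used 1,3-bisphosphoglycerate generated in-well by GAPDH (100nM final) in 100mM TEA pH 7.6, 5mM MgCl2, 0.01% Tween-20. After 60 minutes at room temperature, ATP was read by Kinase-Glo Plus luminescence end-point.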
HP1b chromo inh – HTS for Inhibitors of HP1-beta Chromodomain Interactions with Methylated Histone Tails; 390,000 tested, 0.56% active; AID 540317, 2011; AlphaScreen HP1-beta / biotin-H3K9me3 peptide binding; Potency, µM (doses to about 114 µM), inactives show top-dose activity change, negative = inhibition, hits mostly inhibitors; further: potency means the concentration at half of the fitted maximal effect; nearly all actives have a fitted effect of over 70% in size; inactives centre near 23
Target sequence (P83916 whole entry, looked up): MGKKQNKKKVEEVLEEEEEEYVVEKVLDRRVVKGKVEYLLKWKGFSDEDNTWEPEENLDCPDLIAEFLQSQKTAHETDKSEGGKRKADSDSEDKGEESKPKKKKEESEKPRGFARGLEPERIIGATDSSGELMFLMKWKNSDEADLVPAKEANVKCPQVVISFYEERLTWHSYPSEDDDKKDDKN
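Compound inhibition of the preformed complex between 50 nM HP1-beta and 50 nM biotinylated H3K9me3 peptide was read by AlphaScreen. Buffer was PBS pH 7.4 with 0.01% Tween-20. Incubations ran 30 min at room temperature, with 10 ug/mL donor/acceptor beads.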
PI4K2A inh – qHTS for small molecular inhibitors of PI4K2A. Phosphatidylinositol 4-kinase type 2-alpha (Homo sapiens), Q9BTU6. purified PI4K2A, ADP-Glo luminescence, 1 h; hits give low values. activity change, negative = inhibition, % at 76.9 µM. 420,000 tested, 0.13% active; in the data active means activity change below about -50%; inconclusive means mostly about -30% to -49%;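 further: -100% = wells without enzyme as full effect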
Target sequence (Q9BTU6 whole entry, looked up): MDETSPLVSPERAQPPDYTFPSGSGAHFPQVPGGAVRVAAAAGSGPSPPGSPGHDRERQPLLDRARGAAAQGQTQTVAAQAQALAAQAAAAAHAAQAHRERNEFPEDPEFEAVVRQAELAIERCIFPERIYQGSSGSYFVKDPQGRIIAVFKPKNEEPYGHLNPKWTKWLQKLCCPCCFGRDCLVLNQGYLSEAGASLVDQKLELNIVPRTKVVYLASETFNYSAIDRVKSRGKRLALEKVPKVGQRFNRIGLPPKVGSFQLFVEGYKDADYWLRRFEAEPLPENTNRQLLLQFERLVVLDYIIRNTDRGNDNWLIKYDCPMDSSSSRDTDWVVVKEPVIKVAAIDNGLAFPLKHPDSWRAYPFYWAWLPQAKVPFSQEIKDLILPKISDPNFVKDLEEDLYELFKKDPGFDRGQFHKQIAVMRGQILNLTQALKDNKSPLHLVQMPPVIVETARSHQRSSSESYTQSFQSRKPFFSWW
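Compounds are screened against recombinant PI4K2A using PI as substrate and ATP, the latter dispensed at 300 microM. Reactions run one hour at ambient temperature before ADP-Glo detection; full inhibition defined by wells lacking enzyme.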
G9a inh – qHTS Assay for Inhibitors of Histone Lysine Methyltransferase G9a. Potency, µM (titrated, usually from 102 µM), without a hit: at the highest dose activity, negative = inhibition, usual class: inhibitors. G9a H3K9 monomethylation, AlphaScreen, 2 h. 350,000 tested, 8.8% active; further: potency means the concentration at half of the fitted maximal effect; on the % scale 0 is the no-effect control and ±100 the full control effect; nearly all actives have a fitted effect of over 75% in size
Target sequence (Q96KQ7 913-1193 limits assumed): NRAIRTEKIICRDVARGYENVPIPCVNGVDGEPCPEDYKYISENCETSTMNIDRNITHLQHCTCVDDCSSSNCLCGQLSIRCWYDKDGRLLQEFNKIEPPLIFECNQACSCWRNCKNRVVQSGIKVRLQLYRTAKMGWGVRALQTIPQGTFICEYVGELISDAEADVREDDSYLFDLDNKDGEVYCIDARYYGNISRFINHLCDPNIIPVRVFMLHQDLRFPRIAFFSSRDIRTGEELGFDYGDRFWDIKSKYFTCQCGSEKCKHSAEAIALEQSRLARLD
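Quantitative HTS format: methyltransferase activity on a biotin-tagged H3K9 peptide is measured by AlphaScreen, using a rabbit anti-monomethyl-H3K9 antibody with streptavidin donor and anti-IgG acceptor beads. Final levels are 20 nM enzyme, 500 nM peptide, 20 uM SAM; 2 h RT.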
* hit, by the source's call; i = inactive; u = inconclusive; x = not tested or not shown; & = joins results of further samples; [ ] = remark or other dose. Unless noted, the call rests on the fitted dose curve; in most records, active means well fitted curve in the direction sought with a large enough effect; inconclusive means small, poorly fitted or top-dose-only effect, or another doubt; inactive means no such curve, though single readings can be large; an effect the other way counts as inactive or inconclusive. An excerpt. The share of hits here may be higher or lower than overall.

Values run as follows: Pin1 inh	BAZ2B block	POLH inh	JMJD2A Tudor inh	GLS inh	Tb PGK inh	HP1b chromo inh	PI4K2A inh	G9a inh
CCN(CC)C(=O)[C@H]1C[C@H](CC(=O)NC(C)(C)C)C(=O)N2CCc3c([nH]c4ccc(Cl)cc34)[C@]12C
→ -9%	x	-20%	-17%	9%	-8%	10%	-2	x
Fc1ccc2cnc(-c3ccccc3)cc2c1
→ -1%	x	-2%	-4%	2%	i	45%[activator]	-6	x
Nc1nnc(SCC(=O)N2CCN(c3ccccc3)CC2)n1-c1ccccc1
→ 1%	7%	-2%	-9%	23%	-3%	13%	5	-30%[12.7 µM]
CCOC(=O)C1=C(COC(=O)c2c(OC)cccc2OC)NC(=O)NC1C (centres undefined)
→ -7%	19%	-19%	-8%	-13%	-1%	24%	-1	10%[59 µM]
CN(CC(=O)NC1CCCCCCC1)S(=O)(=O)c1cccc2cccnc12
→ 1%	4%	-6%	-16%	14%	6%	43%[activator]	-4	5%
Cc1cc2cc(CCNC(=O)c3ccc(S(=O)(=O)N4CCCC4)cc3)c(=O)[nH]c2cc1C
→ 12%	-20%	-22%	-15%	-12%	0%	14%	3	x
CCOc1ccc(S(=O)(=O)N2CCN(c3c(C)cccc3C)CC2)c2ccccc12
→ -5%	-4%	-14%	4%	2%	-3%	40%[activator]	0	13%[59 µM]
O=C(NC1CCCCC1)C1CCCN1S(=O)(=O)c1ccc(Cl)cc1 (centres undefined)
→ -2%	2%	u	3%	-3%	5%	13%	1	12%
Cc1ccc(C2C(C(=O)c3sc(C)nc3C)=C(O)C(=O)N2CCN2CCOCC2)o1 (centres undefined)
→ -11%	-33%	0%	u	19%	6%	4%	-10	35µM*
O=C(C1CCN(S(=O)(=O)c2ccccc2F)CC1)N1CCc2ccccc2C1
→ -2%	-13%	-16%	-16%	5%	-9%	11%	1	-10%
Cn1c(C(=O)O)cc2cc(Oc3ccccc3)ccc21
→ -1%	3%	-5%	-15%	0%	-1%	26%	-3	12%
Cc1ccc(C)c(N2CCN(c3nc4ccc(C)cc4nc3-n3nc(C)cc3C)CC2)c1
→ -6%	16%	-21%	25%	1%	i	54%[activator]	1	33%[59 µM]
O=C(NC1CCCCC1)C(c1ccccc1)N(Cc1ccc2c(c1)OCO2)C(=O)c1cnsn1 (centres undefined)
→ 15%	6%	-12%	-15%	5%	i	16%	-2	-10%[59 µM]
O=C(Cc1cnc2ncnn2c1)N1CCc2c([nH]c3ccccc23)C1c1ccccc1F (centres undefined)
→ -4%	-17%	-22%	-32%	9%	-8%	11%	4	2%
CN1C(=O)C(Cc2cnc[nH]2)NC1=S (centres undefined)
→ -9%	-22%	-5%	-17%	8%	i	12%	-2	28µM*
COc1ccccc1-n1c(-c2ccccc2)c[n+]2c1CCc1ccccc1-2
→ -2%&0%	-10%&-4%	-12%&1%	-3%&-4%	-3%&-18%	10%&-6%	35%&38%	-3&3	1%&11%
CCC(C)NC(=O)CC(C)C (centres undefined)
→ -7%	-6%	-24%	-10%	-7%	-3%	32%[activator]	0	x
O=C(CCCCn1c(=O)c2ccccc2n(Cc2ccccc2F)c1=O)NCc1ccc2c(c1)OCO2
→ 32%[activator]	29%	-8%	-5%	1%	-10%	63%[activator]	-3	21%[59 µM]
COc1ccc(NC(=O)C(=O)NCC(c2ccc3c(c2)OCO3)N2CCN(C)CC2)cc1 (centres undefined)
→ 1%	-7%	12%	-28%	2%	1%	33%	2	-6%[59 µM]
Cc1cc(C)cc(Nc2cc(C)nc3ncnn23)c1
→ x	x	1%	x	7%	-1%	x	-2	x
C=CCc1cccc(/C=N/NC(=O)CCC(=O)Nc2ccc(F)cc2)c1O
→ 2%	-8%	8%	-8%	-10%	-3%	31%[57 µM]	4	6%[59 µM]
O=P(CCCO)(Cc1ccccc1)Cc1ccccc1
→ -2%	3%	-10%	-11%	-11%	-1%	-4%	0	-3%
CCCCN1CC(COCc2ccccc2)Oc2cccc(F)c2S1(=O)=O (centres undefined)
→ 0%	x	-7%	15%	3%	-1%	62%[activator]	0	x
CCOc1ccc(NS(=O)(=O)c2ccc(NC(=O)N3CCCC3)cc2)cc1
→ 0%	4%	4%	0%	11%	2%	16%[57 µM]	0	9%[59 µM]
O=C(CCCN1C(=O)/C(=C/c2ccccc2Cl)SC1=S)NNC(=O)c1ccc(Cl)cc1Cl
→ 40%[activator]	-4%	6%	-14%[11.4 µM]	-1%	i	66%[activator]	-3	37%[12.7 µM]
CCSc1nnc(NC(=O)CCCOc2ccc(C)cc2)s1
→ 0%	-11%	4%	-1%	1%	-1%	20%	4	-6%
Cc1cc(C)c(S(N)(=O)=O)c(C)c1-n1cnnn1
→ -8%	11%	0%	-4%	-1%	7%	31%[activator]	3	-9%[59 µM]
CCOC(=O)C1=C(COC(=O)COc2ccccc2C=O)NC(=O)NC1C (centres undefined)
→ -8%	x	13µM*	-18%	47%[activator]	-1%	11%	4	x
CC(=O)Cn1c(C(F)(F)F)nc2ccccc21
→ -12%	7%	-5%	-8%	13%	2%	19%	4	-48%
COc1cccc(C(C(=O)NC2CCCCC2)N(C(=O)c2ccco2)c2ccccc2OC)c1 (centres undefined)
→ 3%	-21%	u	-7%	-4%	-4%	14%	2	14%
CS(=O)(=O)N(CC(=O)N1CCN(c2ccc(F)cc2)CC1)C1CCCCC1
→ -11%	-8%	-8%	-4%	53%[activator]	-9%	13%	-1	17%
O=C1CCC(=O)N1OCCOc1ccc2c(c1)CCC2
→ -1%	10%	-23%	-8%	3%	-7%	41%[activator]	-2	-28%[12.7 µM]
O=[N+]([O-])c1ccc(S(=O)Cc2ccccc2)c([N+](=O)[O-])c1 (centres undefined)
→ 4%	x	14%	u	-1%	-3%	-14%	19	x
Cc1c(Cl)c(C(=O)NNC(=S)Nc2ccc(F)cc2)nn1C
→ -4%	13%	-18%	-9%	24%	-4%	35%	-1	x
CCOC(=O)C1(C)C(C(=O)OC)=C(c2ccc(OC)cc2)c2ccccc2N1C(=O)OC (centres undefined)
→ 7%	x	-11%	-21%	-5%	5%	48%[activator]	-5	u
CC(C)N1C(=O)CCC1C(=O)NC1CCCC1 (centres undefined)
→ 1%	-21%	9%	-11%	4%	-8%	16%	-1	-8%
COCC(C)n1c(SC(C)C(=O)NC2CCCCC2C)nc2ccccc2c1=O (centres undefined)
→ -4%	-22%	-11%	-15%	0%	i	25%	1	-5%
OC(CN1CCN(c2cccc(C(F)(F)F)c2)CC1)c1c[nH]c2ccccc12 (centres undefined)
→ 13%	u	-10%	u	15%	0%	-17%	1	7%[0.501 µM]
CC(c1ccco1)N(C(=O)Nc1ccccc1)C1CCCCC1 (centres undefined)
→ 0%	-2%	-13%	-15%	-2%	-2%	29%	3	-27%[59 µM]
Cc1cccc(CNC(=O)c2ccc(-c3nc(CS(=O)(=O)c4ccccc4)c(C)o3)cc2)c1
→ 27%	-18%	u	-24%	u	-10%	33%	-18	u

3 entries picked at random from those above, as already listed:
Values run as follows: Pin1 inh	BAZ2B block	POLH inh	JMJD2A Tudor inh	GLS inh	Tb PGK inh	HP1b chromo inh	PI4K2A inh	G9a inh
Cc1cccc(CNC(=O)c2ccc(-c3nc(CS(=O)(=O)c4ccccc4)c(C)o3)cc2)c1
→ 27%	-18%	u	-24%	u	-10%	33%	-18	u
CS(=O)(=O)N(CC(=O)N1CCN(c2ccc(F)cc2)CC1)C1CCCCC1
→ -11%	-8%	-8%	-4%	53%[activator]	-9%	13%	-1	17%
Cc1cc(C)c(S(N)(=O)=O)c(C)c1-n1cnnn1
→ -8%	11%	0%	-4%	-1%	7%	31%[activator]	3	-9%[59 µM]

Next section:
Values run as follows: Pin1 inh	BAZ2B block	POLH inh	JMJD2A Tudor inh	GLS inh	Tb PGK inh	HP1b chromo inh	PI4K2A inh	G9a inh
COc1ccc2c(=O)c(-c3ccc(C)cc3)c(-c3ccccc3)oc2c1
→ u	x	-11%	-12%	8%	7%	22%	1	x
Cc1ccc(S(=O)(=O)N2CCCC(C(=O)NCc3ccccc3F)C2)cc1 (centres undefined)
→ 1%	0%	-10%	-5%	-5%	i	26%	-1	15%
CSc1ccccc1NC(=S)Nc1ccccc1C(F)(F)F
→ 0%	5%	-9%	-13%	15%	-8%	23%	-2	2%[59 µM]
COc1ccc(-c2onc(C)c2C)cc1S(=O)(=O)Nc1cc(Cl)ccc1C
→ -6%	-1%	-11%	-19%	8%	i	28%	-5	-19%[59 µM]
COc1ccc(-c2c(C)nn3c(C)cc(C)nc23)cc1
→ u	-6%	-25%	-6%	-13%	0%	5%	-6	x
CCOC(=O)C(N=Nc1nn[nH]n1)C(C)=O (centres undefined)
→ x	x	9%	x	1%	-5%	x	-2	x
Cc1cc(C(=O)N/N=C/c2cn(C)nc2C)c2ccccc2n1
→ -3%	-6%	-20%	3%	1%	11%	35%	-2	1%
O=C(CN1CCN(CC(=O)Nc2ccc(Cl)cc2)CC1)Nc1ccc(F)cc1
→ 0%	-1%	6%	-6%	2%	-1%	21%	1	6%
COc1ccc(CC(=O)N2CCc3cc(OC)c(OC)cc3C2O)cc1OC (centres undefined)
→ 4%	3%	-9%	-1%	-3%	3%	31%	0	13%[12.7 µM]
CCc1ncc(C(O)c2cccc3ccccc23)n1C (centres undefined)
→ -6%	-2%	-2%	-9%	-4%	-9%	14%	1	7%
